Compound activity as filed in PubChem BioAssay.
S1P2 agonist = S1P2 (human) receptor agonism; activation, % at 4.5 µM; O95136; 97,000 compounds, 0.46% hits; AID 729; S1P2-expressing cell line, agonist reporter read-out; in the data active = activation above about 16%;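 also: 0% = vehicle low control and 100% = maximal reference agonist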
Target sequence (O95136 whole entry, looked up): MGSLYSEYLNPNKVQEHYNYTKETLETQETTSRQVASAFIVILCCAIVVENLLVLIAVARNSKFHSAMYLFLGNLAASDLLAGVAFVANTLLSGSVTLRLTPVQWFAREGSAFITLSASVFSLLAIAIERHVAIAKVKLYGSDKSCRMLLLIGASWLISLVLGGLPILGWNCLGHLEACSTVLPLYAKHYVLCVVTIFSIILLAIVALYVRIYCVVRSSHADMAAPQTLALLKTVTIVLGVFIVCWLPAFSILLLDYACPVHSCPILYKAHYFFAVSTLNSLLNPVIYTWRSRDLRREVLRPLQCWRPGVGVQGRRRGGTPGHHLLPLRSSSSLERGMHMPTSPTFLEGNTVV
FAK inh = blocks human focal adhesion kinase activity. AID 727. 97,000 compounds, 0.84% hits. Q05397. inhibition, %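 (tested at 7 µM)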. biochemical FAK kinase activity assay; in the data active = inhibition above about 19%;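 also: 0% = DMSO and 100% = reference compound high control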
HIV Rev-RRE inh = HIV Rev-RRE protein-RNA interaction inhibition; Rev peptide-RRE RNA binding, FRET; inhibition, % at 8 µM; AID 704; P05866; 97,000 compounds, 0.79% hits;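 active = inhibition above the screen-wide mean plus 3 SD, cut at about 35% in these data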;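 also: 0% = median DMSO wells and 100% = median Neomycin B control wells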
Target sequence (P05866 whole entry, looked up): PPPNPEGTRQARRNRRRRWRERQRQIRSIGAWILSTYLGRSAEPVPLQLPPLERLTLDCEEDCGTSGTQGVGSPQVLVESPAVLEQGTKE
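Assay system: labelled RRE RNA duplex and labelled Rev peptide / Medium: HEPES pH 7.5 salt buffer with EDTA / Reagent: labelled Rev peptide / Schedule: 5 + 15 min at 25 °C / Signal: FRET, excitation 480 nm, emission 540 nm donor and 671 nm acceptor / Benchmarks: DMSO and neomycin B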
S1P2 blocker = S1P2 (human) receptor antagonism. 97,000 compounds, 0.21% hits. inhibition, % at 5 µM. cell-based S1P2 antagonist assay, inhibition at 5 uM. AID 736. O95136; in the data active = inhibition above about 45%;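 also: CRE beta-lactamase reporter cells expressing human S1P2 stimulated with S1P; 0% = agonist at EC80 alone and 100% = agonist plus reference antagonist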
MT1-MMP txn act = activates MT1-MMP transcription | activation factor at 10 µM | 86,000 compounds, 0.16% hits | HT1080 MT1-MMP promoter luciferase reporter, luminescence, overnight; hits give high values;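 active = activation factor of at least 2 for MT1-MMP transcription at 10 µM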
PLK1 inh = inhibitors of human PLK1 kinase. P53350. recombinant PLK1 kinase, TR-FRET peptide phosphorylation. inhibition, % at 10 µM. 97,000 compounds, 0.53% hits;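 active = inhibition of 50% or more in the single-concentration screen; inactive = inhibition below 50%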;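 also: 0% = DMSO max control and 100% = H-89 dihydrochloride min control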
EphB4 antag = EphB4-ephrin-B2 interaction antagonism; AID 720; inhibition, % at 7 µM; EphB4 LBD / TNYL-RAW-Alexa532 peptide, fluorescence polarization; 97,000 compounds, 0.15% hits; P54760;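 active = inhibition above the screen-wide mean inhibition plus 3 SD, cut at about 15% in these data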;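 also: 0% = DMSO wells and 100% = excess unlabeled TNYL-RAW peptide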
PLAP act = activates human placental alkaline phosphatase; P05187; purified PLAP enzyme, luminescent substrate read-out; hits give high values; activation fold at 20 µM; 96,000 compounds, 1.2% hits; AID 696; in the data active = activation fold above about 2
Target sequence (P05187 whole entry, looked up): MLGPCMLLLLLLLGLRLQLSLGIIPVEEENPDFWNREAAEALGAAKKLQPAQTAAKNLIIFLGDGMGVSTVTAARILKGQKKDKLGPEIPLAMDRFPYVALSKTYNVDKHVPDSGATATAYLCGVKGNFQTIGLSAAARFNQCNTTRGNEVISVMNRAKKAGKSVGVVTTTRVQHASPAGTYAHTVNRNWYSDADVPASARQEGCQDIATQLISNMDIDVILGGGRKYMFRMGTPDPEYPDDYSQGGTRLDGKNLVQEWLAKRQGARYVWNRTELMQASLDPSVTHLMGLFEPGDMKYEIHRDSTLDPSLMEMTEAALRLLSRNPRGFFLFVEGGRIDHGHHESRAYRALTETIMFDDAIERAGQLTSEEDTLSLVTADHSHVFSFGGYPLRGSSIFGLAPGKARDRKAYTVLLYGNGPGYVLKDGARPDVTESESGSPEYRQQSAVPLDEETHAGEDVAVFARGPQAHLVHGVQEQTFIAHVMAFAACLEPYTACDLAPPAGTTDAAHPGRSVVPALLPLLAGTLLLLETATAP
Plk1 PBD FP = Plk1 (human) PBD binding inhibition; P53350; Plk1 PBD phosphopeptide binding, fluorescence polarization; inhibition, %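 (tested at about 20 µM)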; 97,000 compounds, 0.13% hits; in the data active = inhibition above about 34%, passing the limit was not always enough
The depositor's hits bear a star; . = no result given.

Second line of a record: S1P2 agonist	FAK inh	HIV Rev-RRE inh	S1P2 blocker	MT1-MMP txn act	PLK1 inh	EphB4 antag	PLAP act	Plk1 PBD FP
Cc1cccc(C2N(c3nccs3)C(=O)C3CCCN32)c1 (stereo unspecified)
 : -1	-5	10	-2	1.1	-4	-10	1.4	-15
Cn1c2c(c(=O)n(C)c1=O)[C@@H]1c3c(ccc4ccccc34)OC[C@@H]1CO2
 : 0	-3	-1	4	.	-1	3	1	13
CCc1cc2cc(C(=O)Nc3ccccc3F)sc2s1
 : -3	4	6	-3	1.7	-6	-10	1.2	3
CCc1ccc(C(=O)COC(=O)C(Cc2ccccc2)NC(=O)C2CCC(C)CC2)cc1 (stereo unspecified)
 : -4	-3	3	0	.	-8	-5	1.1	43
COc1ccc(NC(=O)c2cc(-c3cccnc3)nc3ccc(C)cc23)cc1OC
 : 2	0	1	22	.	-10	3	1.2	-11
COC(=O)c1ccc(CSc2nnc3c(Cl)cc(Cl)cn23)o1
 : -4	1	2	9	1.1	-26	-7	0.9	-18
COc1cc(OC)cc(C(C(=O)NC2CCCCC2)N(C(=O)c2ccno2)c2ccccc2)c1 (stereo unspecified)
 : -6	0	-3	-6	1.3	-8	-2	.	4
COc1ccc(N2C(=O)CC(N(Cc3ccc(S(N)(=O)=O)cc3)C(C)=O)C2=O)cc1 (stereo unspecified)
 : -4	0	7	-11	1	-14	3	1	10
CCOC(=O)N1CCC(NC(=O)CSCc2nc(-c3ccc(OC)c(OC)c3)oc2C)CC1
 : -6	-1	7	-8	1.1	-6	7	1.3	12
O=C(Nc1ccc2c(c1)OCCO2)c1ccc(CN2CCOCC2)cc1
 : -4	1	-1	-33	1.5	-9	-8	1	5
Cc1ccc(S(=O)(=O)N(C)Cc2nc(-c3ccncc3)no2)cc1
 : -3	-1	1	-4	1.1	1	5	0.8	2
COc1cc2c(cc1OC)CN(C(=O)CSc1nc(C)cc(C)c1C#N)CC2
 : -3	0	8	-16	1.2	-6	-5	.	0
CCn1c(=O)n(CC(=O)NCc2ccco2)c(=O)c2ccccc21
 : -6	-3	6	20	1.1	-1	3	1.1	2
Cc1ccc(NC(=O)c2oc3ccc(S(=O)(=O)N4CCOCC4)cc3c2C)cc1C
 : -6	-3	-5	5	0.9	-16	-5	.	-21
COC(=O)c1ccc(N2C(=O)CC(N3CCN(c4ccccc4)CC3)C2=O)cc1 (stereo unspecified)
 : -5	2	10	12	1.1	-12	0	.	6

Compound profiles, from the list above. Order of values: S1P2 agonist	FAK inh	HIV Rev-RRE inh	S1P2 blocker	MT1-MMP txn act	PLK1 inh	EphB4 antag	PLAP act	Plk1 PBD FP
Cc1cccc(C2N(c3nccs3)C(=O)C3CCCN32)c1 (stereo unspecified) in the list: -1	-5	10	-2	1.1	-4	-10	1.4	-15
O=C(Nc1ccc2c(c1)OCCO2)c1ccc(CN2CCOCC2)cc1 in the list: -4	1	-1	-33	1.5	-9	-8	1	5
Cc1ccc(NC(=O)c2oc3ccc(S(=O)(=O)N4CCOCC4)cc3c2C)cc1C in the list: -6	-3	-5	5	0.9	-16	-5	.	-21

Continuation.
Second line of a record: S1P2 agonist	FAK inh	HIV Rev-RRE inh	S1P2 blocker	MT1-MMP txn act	PLK1 inh	EphB4 antag	PLAP act	Plk1 PBD FP
Cc1cc(Cl)c(OCCCSc2nc(C)cc(=O)[nH]2)c(Br)c1
 : -8	-1	5	2	1.1	-2	2	1	11
COc1ccc(-c2nc(Cn3c(SCc4ccccc4F)nc4ccncc43)c(C)o2)cc1
 : -6	10	-3	-9	.	-15	-5	1	13
CNC(=O)CSc1nnc(-c2cccnc2)n1CCc1ccccc1
 : -4	1	2	-7	1.2	0	2	0.9	32
O=C(Nc1cc(C(F)(F)F)ccc1Cl)c1cc2nc3c(c(C(F)(F)F)n2n1)CCCC3
 : -1	-3	7	-1	.	-15	3	1.6	3
COc1ccc(OC)c(N(CC(=O)NC2CC2)S(=O)(=O)c2ccc(C)cc2)c1
 : -4	0	5	-5	1.5	-6	1	1.6	10
CCCCCCC(=O)N(O)C1CC(=O)N(c2ccccc2)C1=O (stereo unspecified)
 : -4	-5	-4	37	1	-10	-3	1.2	26
O=C(CSc1ncn[nH]1)Nc1nnc(-c2ccccc2)s1
 : -3	-4	3	10	1.3	63*	0	2.3*	9
COc1ccccc1C(=O)n1nc(-c2ccccc2)nc1N
 : -4	-1	1	6	1.1	-8	1	0.9	-14
COc1ccc(Nc2oc(COc3ccc(C)cc3)nc2C#N)cc1
 : 0	-5	14	3	1.2	-1	8	.	-15
C#CCN1C(=O)C2C(C(=O)NC)C3C=CC2(O3)C1C(=O)NCc1ccc(OC)cc1 (stereo unspecified)
 : -8	-5	6	13	1	-7	5	1.1	8
CCc1nc(N2CCC(C)CC2)c2oc3ccccc3c2n1
 : -3	-4	10	-37	1.1	-2	-8	1.3	22
CCOC(=O)N1CCN(C(=O)c2ccc3c(=O)n(-c4ccc(OC)cc4)c(=S)[nH]c3c2)CC1
 : -2	-4	0	11	1	-15	-3	1	2
O=C(CN1C(=O)COc2ccccc21)N(Cc1cccnc1)Cc1ccccc1F
 : -3	-2	5	6	1	-9	1	0.9	-8
Cc1ccccc1C1NC(=O)Cc2ccccc21 (stereo unspecified)
 : 0	-1	3	-7	1.1	-4	-1	0.8	0
CC(Sc1nnc(Cc2cccs2)n1C1CCCCC1)C(=O)N1CCc2ccccc21 (stereo unspecified)
 : -2	2	1	8	1.1	-13	2	1.7	-14
CCOC(=O)C1CSC(CC(=O)Nc2ccc(Cl)c(Cl)c2)C(=O)N1 (stereo unspecified)
 : -2	-1	11	2	.	-2	-4	1.2	3
O=c1oc2c3c4c(cc2c2c1CCC2)OCCN4CCC3
 : 10	1	36	-35	1.1	-26	-6	1.2	-13
Cn1c(=O)[nH]c(=O)c2c1nc(N1CCN(CCO)CC1)n2CCSc1nc2ccccc2s1
 : 0	1	-2	-1	1	1	-5	1.4	18
c1ccc(CNc2nc3ccccc3[nH]2)cc1
 : -3	2	1	-3	1	-10	-3	1	-9
CCOc1ccc(-c2nn3c(-c4ccc(F)cc4)nnc3s2)cc1
 : -7	2	-1	-6	1.1	-15	-2	.	9
CCC(C)Sc1nnc(Cc2cc(=O)[nH]c(=O)[nH]2)n1-c1ccc(OC)cc1 (stereo unspecified)
 : 1	-4	1	0	1.1	0	3	1.6	14
Cc1ccccc1-c1nc(CN2CCC(C(=O)O)CC2)c(C)o1
 : -1	4	4	7	1	-18	2	0.9	2
CCS(=O)(=O)N1Cc2ccccc2CC1C(=O)N1CCN(c2cccc(C)c2C)CC1 (stereo unspecified)
 : -6	8	0	13	1.2	4	-8	1.4	10
CCOc1ccc(NC(=O)N(CCN(C)C)C(C)c2ccncc2)cc1 (stereo unspecified)
 : -6	-7	3	7	1.3	-15	-8	1	-8
O=C(CN1CCN(c2ncccn2)CC1)Nc1ccccc1-n1cccc1
 : -4	-2	7	-3	1	-8	-3	1.4	-9
O=C(NC1CCCC1)C1CC(=O)N(C2CCCCCCC2)C1 (stereo unspecified)
 : -1	-3	1	-4	1.1	-11	-13	1.1	-15
COc1ccccc1/C=N/NC(=O)C1=NNC(c2ccccc2)(c2ccccc2)C1
 : -6	-2	4	10	1.3	-3	0	.	3
O=C(O)/C=C/c1cn(-c2ncc(C(F)(F)F)cc2Cl)c2ccccc12
 : -1	-1	-4	-12	.	-14	-5	1	25
Cc1ccc(C(=O)N(c2ccccc2)C2CC(C)N(C(=O)c3ccco3)c3ccccc32)cc1 (stereo unspecified)
 : -5	6	-1	-25	1.1	-33	2	1.7	26
N#CC1=C(N)SC(N)=C(C#N)C1C1C=CCCC1 (stereo unspecified)
 : -4	-1	1	-3	1.1	0	0	.	2
CCOC(=O)c1c(N)nn(C(=O)C(C)C)c1-c1ccc(OC)cc1
 : -1	0	16	-8	1.1	8	-3	1	0
O=C(CCCOc1ccccc1)NCC1CCCO1 (stereo unspecified)
 : -3	-1	0	-3	1.1	1	-1	1.1	22
O=c1c2c3c(sc2ncn1/N=C/c1ccc(Br)o1)CCCC3
 : -8	0	6	-5	1.1	-6	-3	1	9
COc1ccc(-c2c3c(=O)n(C)c(=O)n(C)c3cn2-c2ccccc2)cc1
 : -1	4	0	18	1.2	-13	-6	1.1	19
CC(C)(C)c1cc(CN2CCC(O)CC2)cc(C(C)(C)C)c1O
 : -2	0	3	-10	1.1	-8	-4	1.8	-20
Cc1ccc(-c2nc3ccccc3c(=O)n2CCCn2ccnc2)cc1
 : -5	2	2	-17	1.2	-11	-10	0.9	8
COC(=O)C1=C(C)N=C2SC(C)C(=O)N2C1c1ccc(C(=O)OC)cc1 (stereo unspecified)
 : -4	-2	-2	-2	1	-2	-3	1.3	1
O=C(c1ccc(N2CN(C(=O)c3ccco3)c3nc4ccccc4nc32)cc1)N1CCOCC1
 : -7	-2	-1	12	1.1	-10	-4	1.1	20
Cc1ccc(C(C)NC(=O)C2CCCO2)cc1C (stereo unspecified)
 : -8	-11	2	-1	1.1	0	-1	1.4	-10
CC(C)OC(=O)CC12CN3CC(CC(=O)OC(C)C)(CN(C1)C(=O)c1ccccc1C3=O)C2=O
 : -5	0	-1	24	1.2	-4	-4	1.2	7
COc1cccc(CNc2nc3ccccc3n2CCN2CCCCC2)c1
 : -4	3	4	28	1.2	-5	2	1.7	20
CCOC(=O)N1N=C(CC)CC1(O)C(F)(F)F (stereo unspecified)
 : -7	0	4	-8	1.3	-2	0	.	19
CN(C)S(=O)(=O)c1ccc(Cl)c(C(=O)NCc2ccco2)c1
 : -3	0	5	-14	1	-2	-12	1.2	-1
COc1ccc2nc(NC(=S)N(C)C)sc2c1
 : -4	-1	5	11	0.8	-13	8	1.5	19
CC1=C(C(=O)Nc2ccccc2)C(c2ccc(C)o2)n2c(s/c(=C/c3ccccc3)c2=O)=N1 (stereo unspecified)
 : -8	3	-1	-12	1.2	-4	0	1.6	6
Cc1ccc(N2C(=O)c3ccccc3NC2C(C)Cc2ccc3c(c2)OCO3)cc1 (stereo unspecified)
 : -6	0	4	8	1.4	-5	5	.	-5
O=C(NCCN1C(=O)C2C3C=CC(C3)C2C1=O)NCc1ccccc1 (stereo unspecified)
 : -1	1	5	-6	1.1	54*	-7	1	12
Cc1ccc(CNC(=O)CN2CCN(Cc3ccc(Cl)cc3)C2=O)cc1
 : -4	0	9	-4	.	-3	1	0.7	-15
Cc1ccc(-n2ncc3c(=O)n(CC(=O)Nc4cccc(Cl)c4)cnc32)cc1C
 : -6	1	11	17	1.1	-19	2	1	3
O=C(OCC(=O)N1CCCc2ccccc21)c1ccc(Br)o1
 : -8	-3	1	-8	1.3	2	-2	0.9	2
CCCCC(=O)Nc1ncc2c(n1)CC(C)(C)CC2=O
 : -3	-1	0	9	1.4	5	-5	1.2	-14
CCNc1nc(N)nc(Oc2ccc(OCCOc3ccccc3)nn2)n1
 : -3	1	5	-6	1.1	-7	-2	0.8	-15
O=C(NCc1ccco1)c1cccc(S(=O)(=O)N2CCCCC2)c1
 : 1	0	1	-2	1	-13	1	.	-22
CC1CCc2nc(NC(=O)CSc3nc4ccccc4o3)sc2C1 (stereo unspecified)
 : -4	0	-2	5	0.8	-7	3	1	-12
CC(C)N(O)C(=O)NC(C)(C)C
 : -5	3	4	-13	1.2	-15	-9	0.9	3
COC(=O)c1ccccc1NC(=O)C1CCC(=O)N1S(=O)(=O)c1ccc(C)cc1 (stereo unspecified)
 : -2	0	-1	4	.	-12	2	1	19
CCc1nnc(NC(=O)c2ccc(-c3cc(C(F)(F)F)ccc3Cl)o2)s1
 : -3	-2	9	-2	.	-29	-11	0.9	-7
CCOc1ccc(NC(=O)CSc2nnc(-c3ccccc3Cl)n2Cc2ccco2)cc1
 : -8	-1	5	4	1.1	-13	-3	1.2	-11
